Screens as filed in PubChem.
TDP1 cell noCPT: qHTS for Inhibitors of human tyrosyl-DNA phosphodiesterase 1 (TDP1): qHTS in cells in absence of CPT; DT40 Tdp1-/- hTDP1 cells, no CPT, ATP luminescence, 48 h; Potency, µM (titrated, usually from 46.2 µM), inactives show top-dose activity change, negative = growth inhibition, most hits filed as inhibitors; 420,000 tested, 15% active; AID 686978, 2013; note: nearly all actives have a fitted effect of over 55% in size
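Seeded 400 DT40-hTDP1 cells/well (vehicle DMSO, no 20 nM CPT); pinned compounds; ≥48 hr at 37 °C; CellTiter-Glo luminescence as viability measure.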
KAT2A inh: qHTS Assay for Inhibitors of GCN5L2; 390,000 tested, 0.21% active; GCN5L2 HAT assay, ThioGlo1 CoA-SH fluorescence; AID 504327, 2011; Potency, µM (highest dose often 58.9 µM), inactives show top-dose activity change, negative = inhibition, hits mostly inhibitors
Target sequence (Q92830 whole entry, looked up): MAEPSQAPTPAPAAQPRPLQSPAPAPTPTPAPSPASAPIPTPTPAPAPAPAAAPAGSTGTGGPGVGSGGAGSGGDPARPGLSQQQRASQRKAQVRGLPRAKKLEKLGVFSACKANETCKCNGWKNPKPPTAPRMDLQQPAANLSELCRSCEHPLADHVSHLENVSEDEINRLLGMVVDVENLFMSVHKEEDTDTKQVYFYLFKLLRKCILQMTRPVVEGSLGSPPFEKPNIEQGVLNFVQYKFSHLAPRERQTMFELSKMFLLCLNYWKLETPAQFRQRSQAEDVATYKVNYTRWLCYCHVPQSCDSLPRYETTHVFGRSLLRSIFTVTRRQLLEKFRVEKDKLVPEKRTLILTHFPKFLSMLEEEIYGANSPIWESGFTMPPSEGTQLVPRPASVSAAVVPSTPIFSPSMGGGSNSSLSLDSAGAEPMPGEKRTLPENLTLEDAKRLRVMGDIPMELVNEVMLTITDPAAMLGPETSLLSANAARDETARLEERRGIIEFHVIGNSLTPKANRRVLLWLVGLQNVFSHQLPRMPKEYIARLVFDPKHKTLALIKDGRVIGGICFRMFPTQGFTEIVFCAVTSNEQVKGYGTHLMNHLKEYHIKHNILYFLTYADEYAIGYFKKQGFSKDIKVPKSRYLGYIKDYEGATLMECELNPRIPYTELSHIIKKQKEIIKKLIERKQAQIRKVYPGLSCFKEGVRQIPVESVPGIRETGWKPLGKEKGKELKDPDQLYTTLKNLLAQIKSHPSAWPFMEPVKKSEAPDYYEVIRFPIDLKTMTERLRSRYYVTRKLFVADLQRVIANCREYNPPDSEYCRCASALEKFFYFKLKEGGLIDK
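GCN5L2 (20 nM) in 50mM HEPES pH 7.5, 0.1mM EDTA, 0.01% Tween-20 preincubated 15 min with compounds at room temperature. Reaction started with H3(1-25) 75uM, acetyl-CoA 70uM, ThioGlo1 50uM; CoA-thiol fluorescence (Ex340/Em540) read at 0 and 20 min.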
DT40 TDP1 CPT: qHTS for Inhibitors of human tyrosyl-DNA phosphodiesterase 1 (TDP1): qHTS in cells in presence of CPT. Potency, µM (titrated, usually from 46.2 µM), without a hit: top-dose activity change, negative = growth inhibition, most hits filed as inhibitors. chicken DT40 Tdp1-/-;hTDP1 cells + 20 nM CPT, ATP luminescence, 48 h. 420,000 tested, 12% active; note: nearly all actives have a fitted effect of over 55% in size
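Cell growth measured by CellTiter-Glo luminescence after a minimum 48 h, 37 C compound exposure with 20 nM CPT in Tdp1-knockout DT40 cells stably expressing hTDP1, seeded 400/well; qHTS titration format.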
* marks the source's active call; other numbers are inactive results; ? = inconclusive; / = no result given; & = joins results of further samples; [ ] = dose if it differs, or a comment. Calls come from the whole dose curve; as a rule, active = well fitted curve in the direction sought with a large enough effect; inconclusive = small, poorly fitted or top-dose-only effect, or another doubt; inactive = no such curve, though single readings can be large; an effect the other way counts as inactive or inconclusive. % is set by controls: 0 for no effect and ±100 for the full control effect; potency is the fitted concentration of half-maximal effect. An excerpt, so the mix of outcomes need not match the whole.

SMILES | TDP1 cell noCPT | KAT2A inh | DT40 TDP1 CPT
COC(=O)[C@]12CCCCC=C1N(CCc1ccc(OC)c(OC)c1)C(=O)[C@H](CC(=O)N1CCSCC1)C2 | ? | / | ?
CN(CCC(=O)Nc1ccc(Cl)cc1)Cc1ccccc1 | ? | -6% | -21%
COCCNc1c2c(nc3c(-c4ccccc4)c(C)nn13)CCCC2 | ? | -9% | 16µM*
CCOC(=O)C1CCN(c2c(-c3ccccc3)c3cc(Cl)ccc3[nH]c2=O)CC1 | ? | -24% | ?
CCc1nc(NCCN2CCOCC2)c(C#N)c2c1CCCC2 | -20% | -1% | 3.3µM*
Brc1ccc2c(c1)OCCOCCOCCOCCOCCO2 | ? | 3% | -22%
CC(=O)N(Cc1c(C)nn(-c2ccccc2)c1Cl)c1ccc(Cl)cc1 | ? | ? | ?
COc1ccc(C2=NOC(C)(c3nnc(-c4ccncc4)o3)C2)cc1 (centres undefined) | -30% | / | -19%
CCOc1ccc(S(=O)(=O)n2cnc(C)c2)cc1 | -29% | -1% | ?
CC(C)N=C(Nc1ccc(Cl)cc1)c1cccnc1 | -4% | 1% | 4%

4 entries from above, as labelled records:
> Brc1ccc2c(c1)OCCOCCOCCOCCOCCO2
  TDP1 cell noCPT: ?
  KAT2A inh: 3%
  DT40 TDP1 CPT: -22%
> CC(=O)N(Cc1c(C)nn(-c2ccccc2)c1Cl)c1ccc(Cl)cc1
  TDP1 cell noCPT: ?
  KAT2A inh: ?
  DT40 TDP1 CPT: ?
> COc1ccc(C2=NOC(C)(c3nnc(-c4ccncc4)o3)C2)cc1 (centres undefined)
  TDP1 cell noCPT: -30%
  KAT2A inh: /
  DT40 TDP1 CPT: -19%
> CCOc1ccc(S(=O)(=O)n2cnc(C)c2)cc1
  TDP1 cell noCPT: -29%
  KAT2A inh: -1%
  DT40 TDP1 CPT: ?

The list goes on:
SMILES | TDP1 cell noCPT | KAT2A inh | DT40 TDP1 CPT
CC(OC(=O)c1cc(=O)c2ccccc2o1)C(=O)Nc1ccc(N(C)C)cc1 (centres undefined) | 11% | -8% | -3%
CC1=CN2C(=NC(=O)CC2(C)C(=O)N(CC(=O)NC2CCCC2)c2cc(C)cc(C)c2)C=C1 (centres undefined) | 0% | 0% | -14%
O=C(O)CNc1nc(NCc2ccc(Cl)cc2)ccc1[N+](=O)[O-] | -9% | / | -2%
CC1=C(C(=O)OC2CCCCCCC2)C(c2cccc(O)c2)NC(=O)N1 (centres undefined) | ? | -3% | ?
OCc1ccc(Cl)cc1Cl | -10% | -10% | 14%
O=C(Cn1[nH]c(=O)c2ccccc2c1=O)NCc1cccnc1 | 11% | 0% | -10%
CCOc1ccc(CCN2C(=O)C(=O)N([C@@H](CC(C)C)CN3CCC[C@H]3CN3C(=O)C(=O)NC[C@@H]3CC(C)C)C[C@@H]2Cc2ccccc2)cc1 | ? | / | ?
CC(C)c1ccc(NC(=O)Cn2c(=O)n(CC3CCC(C(=O)NCCc4ccccc4)CC3)c(=O)c3ccccc32)cc1 (centres undefined) | 15µM* | -5% | 16µM*
Cc1cccc(NC(=O)c2cccnc2Oc2ccccc2)c1C(=O)O | -5% | 1% | 9%
CC(O)(c1ccccc1)c1nc(-c2cccc(C#N)c2)cs1 (centres undefined) | ? | / | ?
CN1C2CCC1CC(NC(=O)c1cc(Cl)cc3[nH]cnc13)C2 (centres undefined) | -19% | -9% | -14%
CC(C)c1cnc2c(c1SCC(=O)Nc1ccc(OC(F)(F)F)cc1)c(=O)n(C)c(=O)n2C | 8.2µM* | -1% | 9.2µM*
O=C1C=C(O)C(n2cncn2)C(c2ccc3c(c2)OCO3)C1 (centres undefined) | 10% | -12% | 26%
COC(=O)[C@H](CCSC)NC(=O)N1CCC(C)CC1 | 4% | 2% | -5%
Cc1c(C(=O)N2CCCCC2)c(S(=O)(=O)N2CCN(c3ccccc3F)CC2)c(C)n1C | 11% | -7% | -11%
CC/C(C)=N\N=C\c1c(O)n(CC)c2cc(C3=NNC(=O)CC3)ccc12 | 6.5µM* | 0% | 10µM*
COCCn1c(-c2ccc(OC)cc2)cnc1SCC(=O)Nc1ccc(OC)cc1OC | ? | -4% | -22%
CCN(CC)S(=O)(=O)c1ccc(N=N/C(C(C)=O)=C(/C)O)cc1 | ? | 3% | -21%
O=C(COC(=O)c1cccc(S(=O)(=O)N2CCCCC2)c1)NC1CCCCC1 | 2% | -2% | 0%
N#Cc1c(NC(=O)c2ccccc2)sc2c1CCCCC2 | ? | -1% | 3%
COc1ccc(CCNC(=O)c2nc(SCc3ccc(F)cc3)ncc2Cl)cc1OC | ? | -6% | 21µM*
O=C(COC(=O)c1ccc(F)c(S(=O)(=O)N2CCOCC2)c1)Nc1ccc2c(c1)OCO2 | 3% | -4% | 9%
Cn1nnnc1SCC(=O)NCC(=O)c1ccccc1 | -2% | -6% | 1%
C=CCOc1cccc(C2c3c(oc4ccccc4c3=O)C(=O)N2c2ccccn2)c1 (centres undefined) | ? | -2% | ?
O=C(CN(Cc1ccccc1Cl)C(=O)CNS(=O)(=O)c1ccc(F)cc1)NCC1CCCO1 (centres undefined) | ? | -9% | -9%
CCOC(=O)Nc1ccc2c(c1)C(=NNC(N)=S)c1ccccc1-2 | 3.3µM* | / | 6.5µM*
CCC(=O)N1CCN(c2ccccc2NC(=S)NC(=O)c2ccco2)CC1 | ? | -1% | ?
COc1ccc(Cl)cc1-n1c(C)cc(C=O)c1C | -30% | -18% | 6%
CCOC(=O)c1cn(CC)c2cc(F)c(F)cc2c1=O | -3% | -3% | 1%
O=C(/C=C/c1ccccc1Cl)N1CCCN(C(=O)/C=C/c2ccccc2Cl)CC1 | 21µM* | 37%[activator] | 18µM*

Some of these compounds in order of SMILES length, rising.
SMILES | TDP1 cell noCPT | KAT2A inh | DT40 TDP1 CPT
CCOC(=O)Nc1ccc2c(c1)C(=NNC(N)=S)c1ccccc1-2 | 3.3µM* | / | 6.5µM*
O=C(/C=C/c1ccccc1Cl)N1CCCN(C(=O)/C=C/c2ccccc2Cl)CC1 | 21µM* | 37%[activator] | 18µM*
O=C(COC(=O)c1ccc(F)c(S(=O)(=O)N2CCOCC2)c1)Nc1ccc2c(c1)OCO2 | 3% | -4% | 9%

The list goes on:
SMILES | TDP1 cell noCPT | KAT2A inh | DT40 TDP1 CPT
CCCC(O)(c1ccc(OC)cc1)C(CN(C)C)c1ccccc1 (centres undefined) | -9% | -5% | -2%
O=c1[nH][nH]c(=O)c(Cl)c1Cl | -21% | / | -8%
Cc1cc(NC(=O)c2ccc3nccnc3c2)ccc1Br | ? | -5% | ?
COC(=O)c1nn(-c2ccc(F)cc2)ccc1=O | 4% | -6% | 8%
C=CCN1C(=O)C(CC(=O)NCC)SC1=Nc1ccccc1OC (centres undefined) | 2% | -23% | 1%
CCN(CC)C(=O)CSc1nc2cc3c(cc2c(=O)n1Cc1ccc(C(=O)NCCc2ccc(OC)c(OC)c2)cc1)OCO3 | 21µM* | -8% | 13µM*
COc1ccc(-c2cc(OC(=O)c3ccccc3Cl)c3c(C)oc(C)c3c(=O)c2)cc1OC | ? | -17% | 23µM*
Nc1c(Cl)cc(-c2cn(CCC(=O)O)c(-c3ccncc3)n2)cc1Cl | 22% | -4% | -10%
O=C(Nc1ccccc1F)C(=Cc1sc(N2CCOCC2)nc1-c1ccccc1)C(=O)Nc1ccccc1F | 5.2µM* | -1% | 1.6µM*
O=C(COC(=O)Cc1ccc(Cl)cc1)NCCc1ccccc1 | 5% | -5% | -13%

7 compounds from above, limited to DT40 TDP1 CPT:
SMILES | DT40 TDP1 CPT
CCCC(O)(c1ccc(OC)cc1)C(CN(C)C)c1ccccc1 (centres undefined) | -2%
O=c1[nH][nH]c(=O)c(Cl)c1Cl | -8%
Cc1cc(NC(=O)c2ccc3nccnc3c2)ccc1Br | ?
COC(=O)c1nn(-c2ccc(F)cc2)ccc1=O | 8%
C=CCN1C(=O)C(CC(=O)NCC)SC1=Nc1ccccc1OC (centres undefined) | 1%
CCN(CC)C(=O)CSc1nc2cc3c(cc2c(=O)n1Cc1ccc(C(=O)NCCc2ccc(OC)c(OC)c2)cc1)OCO3 | 13µM*
COc1ccc(-c2cc(OC(=O)c3ccccc3Cl)c3c(C)oc(C)c3c(=O)c2)cc1OC | 23µM*

Carrying on:
SMILES | TDP1 cell noCPT | KAT2A inh | DT40 TDP1 CPT
COc1ccccc1N1CCN(S(=O)(=O)c2ccc(NC(C)=O)cc2)CC1 | -27% | 2% | -1%
Cc1ccccc1CN1CCC(CNC(=O)c2cc3ccc4cccnc4c3[nH]2)CC1 | 23µM* | 3% | 16µM*
CCN1C(=O)N(CC)C2C1N(CO)C(=O)N2CO (centres undefined) | 2% | -1% | -7%
Cc1ccc(SC(CC(=O)c2ccc(C(C)(C)C)cc2)C(=O)O)cc1 (centres undefined) | 2.9µM* | -1% | 3.7µM*
COC(=O)c1cc2nc(-c3ccc(OC)c(OC)c3)cc(C(F)(F)F)n2n1 | 4% | -1% | 0%
CCOC(=O)C(=O)N(C)c1c(CC)nc2c(OCc3ccc(Cl)cc3)cccn12 | ? | / | ?
O=C(Nc1ccc(C(=O)O)cc1)/C(=C\c1ccc2c(c1)OCO2)NC(=O)c1ccco1 | -3% | -9% | 0%
COc1ccc(N2CCN(C(=O)c3ccc4c(=O)n(CC5CCCO5)c(=O)[nH]c4c3)CC2)cc1 (centres undefined) | ? | -9% | ?
CS(=O)(=O)Nc1ccc(C2=NN(C(=O)CCCC(=O)O)C(c3cccs3)C2)cc1 (centres undefined) | 13% | -30% | -8%
COc1ccc2[nH]c(=O)c(CN(CCO)S(=O)(=O)c3c(C)ccc4nsnc34)cc2c1 | -24% | -13% | -3%
N#Cc1nc(COc2ccccc2F)oc1NCc1ccc(F)cc1 | -25% | -15% | -22%
COc1cc(NC(=O)c2ccc3nsnc3c2)cc(OC)c1OC | -5% | -21% | -29%
Cc1nn(-c2ccccc2)c(C)c1C(=O)OCC(=O)NC(=O)NC1CCCC1 | ? | -14% | ?
COc1ccccc1CNC(=O)COC(=O)c1ccc(S(=O)(=O)N2CCCC2)cc1 | -2% | 2% | 10%
COc1ccc2nc(NC(=O)Cn3cnc4ccccc4c3=O)sc2c1 | -28% | 15% | -27%
Cc1ccccc1C(=O)Nc1ccccc1-c1nnn(CC(=O)Nc2ccc3c(c2)OCCO3)n1 | 15µM* | ? | 23µM*
COc1ccc(N/C=C2/Sc3ccccc3NC2=O)cc1 | -12% | -4% | -1%
O=C(CSc1n[nH]c(-c2cccnc2)n1)Nc1ccc([N+](=O)[O-])cc1Br | -25% | -3% | -3%
CC(=O)OCOC(c1ccc2ccccc2c1)P(=O)(OCOC(C)=O)OCOC(C)=O (centres undefined) | ? | -3% | ?
CCOC(=O)C1=C(COC(=O)CC(C)c2ccccc2)NC(=O)NC1C (centres undefined) | -21% | -6% | 5%
CC(=O)c1ccc(N2CCN(C(=O)CCCc3nc4ccccc4s3)CC2)cc1 | 10µM* | -4% | 12µM*
CCOc1ccccc1CNC(=O)CCCn1ncn2c(cc3occc32)c1=O | ? | -9%&-3% | ?
Cc1nc(-c2cccc(NS(=O)(=O)c3cccc4ccccc34)c2)cs1 | -13% | -9% | -22%
CCc1cc(=O)oc2cc(C)cc(OC(C)C(=O)NC3CCN(Cc4ccccc4)CC3)c12 (centres undefined) | ? | -4% | ?
CC1(C)C2CCC(C2)C1C/C=N/NC(N)=S (centres undefined) | ? | 0% | ?
